# Screening data from PubChem BioAssay.
# FAS-TE inh: FAS thioesterase (human) inhibition; recombinant FAS-TE, OMFH fluorogenic substrate, fluorescence endpoint; inhibition, % at 15 µM; hit rate 0.67% among 360,000; AID 602261;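 active = compounds whose normalised, plate-corrected inhibition of enzyme fluorescence in the single-dose primary screen is 50% or more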;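 also: 0% = DMSO with enzyme and 100% = substrate without enzyme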
# eLon inh: inhibits E. coli Lon protease; purified E. coli Lon protease, fluorescence polarization; P0A9M0; AID 602123; hit rate 0.42% among 360,000; inhibition, % at 7.94 µM; in the data active = inhibition above about 13%, passing the limit was not always enough;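 also: 0% = enzyme with probe and DMSO and 100% = no enzyme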
# Rin1 Abl inh: blocks binding of human Rin1 to Abl; P00519+Q13671; TR-FRET Rin1/Abl binding, biochemical; hit rate 0.4% among 360,000; inhibition, % at 7.35 µM; AID 588664; in the data active = inhibition above about 5%, passing the limit was not always enough
# bovine MsrA act: activates bovine MsrA enzyme. hit rate 0.3% among 360,000. purified bovine MsrA, absorbance read-out. activation, % at 10.6 µM. AID 602163; in the data active = activation above about 7.5%;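 also: 0% = vehicle and 100% = reference activator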
# MsrA inhibitor: inhibits bovine methionine sulfoxide reductase A; inhibition, % at 15.5 µM; hit rate 0.75% among 360,000; purified bovine MsrA, absorbance read-out; in the data active = inhibition above about 4.5%;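 also: 0% = vehicle wells with enzyme and 100% = reference inhibitor wells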
# SKN-1 inh: blocks SKN-1 activity in C. elegans; C. elegans VP596 Pgst-4::GFP/RFP ratio, acrylamide-induced, 24 h; inhibition, % at 21.8 µM; hit rate 0.49% among 360,000;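 active = interference check ratio from 0.5 to 1.5 plus GFP to RFP signal ratio inhibition reaching or exceeding a fixed threshold, cut at about 30% in these data, passing the limit was not always enough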; also: some compounds called inactive have numbers as strong as hits
# Neddyl block: cullin neddylation inhibition; calls only at 25 µM; AID 651699; hit rate 0.58% among 360,000; TR-FRET cullin neddylation, biochemical; in the data active = inhibition above about 36%
# Target sequence (P61081 whole entry, looked up): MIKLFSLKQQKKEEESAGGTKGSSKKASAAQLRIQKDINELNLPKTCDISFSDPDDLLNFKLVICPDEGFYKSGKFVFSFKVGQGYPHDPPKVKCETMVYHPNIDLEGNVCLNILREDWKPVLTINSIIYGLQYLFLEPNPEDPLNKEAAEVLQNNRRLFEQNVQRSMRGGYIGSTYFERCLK
# Target sequence (Q13564 whole entry, looked up): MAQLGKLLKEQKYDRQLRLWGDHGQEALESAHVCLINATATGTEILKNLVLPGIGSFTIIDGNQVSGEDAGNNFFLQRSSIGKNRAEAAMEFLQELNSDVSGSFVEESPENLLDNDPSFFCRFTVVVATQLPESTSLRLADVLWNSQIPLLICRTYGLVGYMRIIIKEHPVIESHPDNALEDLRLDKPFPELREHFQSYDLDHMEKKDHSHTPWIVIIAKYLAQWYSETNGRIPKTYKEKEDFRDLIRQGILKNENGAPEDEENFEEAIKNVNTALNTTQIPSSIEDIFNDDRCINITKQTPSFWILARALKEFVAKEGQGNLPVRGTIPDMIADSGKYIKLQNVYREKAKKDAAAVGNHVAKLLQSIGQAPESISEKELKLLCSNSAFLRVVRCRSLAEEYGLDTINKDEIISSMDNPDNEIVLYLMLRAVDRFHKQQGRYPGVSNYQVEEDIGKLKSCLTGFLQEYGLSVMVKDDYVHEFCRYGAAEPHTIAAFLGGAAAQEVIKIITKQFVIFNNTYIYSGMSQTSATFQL
# NRP1-CendR mod: modulators of CendR peptide binding to human neuropilin-1. FAM-RPARPAR peptide binding to NRP-1, fluorescence polarization. inhibition, % at 25 µM. hit rate 0.85% among 360,000. AID 602438;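 active = inhibition or corrected inhibition above about 18%, plus a signal ratio from 0.5 to 1.5, limit read from the data, passing the limit was not always enough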; also: strong numbers were not always called active
# MT1-MMP act inh: inhibitors of human MT1-MMP activation. HT1080 RFP-PRO-GFP cells, GFP/RFP ratio fluorescence, overnight; percent of plate control window, DMSO zero. GFP/RFP ratio change, % at 20 µM. P50281. hit rate 0.061% among 360,000. AID 651647;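 active = GFP/RFP ratio change of at least 30% with cell ATP level not reduced by more than half and red fluorescence within 50% of control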; also: strong numbers were not always called active
#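 Assay system: RFP-PRO-GFP reporter HT1080 cells; read-out basis: GFP/RFP fluorescence ratio; benchmarks: DMSO wells and RFP-L50D-GFP cells; doses: 20 µM single dose, 1% DMSO; schedule: overnight cell settling, then overnight compound exposure, 37 °C, 5% CO2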
# An asterisk follows results filed as active; i = inactive; nt = no result given; + = active, no number. Random draw from the library. Share with any hit: about 4.2%.
Molecule | FAS-TE inh | eLon inh | Rin1 Abl inh | bovine MsrA act | MsrA inhibitor | SKN-1 inh | Neddyl block | NRP1-CendR mod | MT1-MMP act inh
Cc1ccc(CN(C)C(=O)c2cc(Br)c(Br)s2)o1 | -1 | 11 | 1 | 2 | 1.3 | -5 | i | -1 | -2
Cc1ccc(F)cc1NC(=O)COC(=O)C1CC2CCCC(C1)C2=O (configuration not stated) | -7 | 1 | 1 | -1 | -0.1 | 0 | i | 30* | -1
C=CCNC(=S)NNC(=O)c1ccc(=O)n(Cc2ccc(Cl)cc2Cl)c1 | -8 | 5 | 0 | -3 | 2.2 | -6 | i | 7 | 7
Cc1ccc(S(=O)(=O)NC(CC(=O)O)c2ccco2)cc1 (configuration not stated) | -5 | -4 | -2 | -8 | -0.9 | -13 | i | 5 | 3
CCN(c1ccccc1)S(=O)(=O)c1cc(C(=O)OC2CCOC2=O)ccc1C (configuration not stated) | 10 | 4 | -3 | -3 | 0.1 | 11 | i | 10 | 1
O=C1CC(=O)N(c2cccc(F)c2)N1 | -4 | -9 | 3 | -4 | -0.4 | 0 | i | -2 | 5
CN(NS(=O)(=O)c1ccc(Cl)cc1)c1ncc(C(F)(F)F)cc1Cl | 16 | -4 | 0 | 1 | 1.1 | 5 | i | 3 | 1
O=C(NC1CC2CCC1C2)c1ccc(CN2CCOCC2)cc1 (configuration not stated) | -6 | -5 | -2 | -2 | 1.3 | 23 | i | 1 | -5
COc1ccc(CC(=O)Nc2ccc(S(=O)(=O)Nc3ncccn3)cc2)cc1 | -3 | -4 | -1 | -1 | -0.4 | 7 | i | -21 | 2
CN1CCN(C(=O)c2cc(COc3c(F)cccc3F)on2)CC1c1ccccc1 (configuration not stated) | 5 | -19 | 7 | -8 | 1.5 | 6 | i | 3 | 4
CN(C)CCn1c(NCc2ccc3c(c2)OCO3)nc2ccccc21 | -5 | 0 | 3 | -2 | -0.1 | -9 | i | 11 | 1
O=C(O)c1ccc(-c2noc(-c3cccc(F)c3)n2)cc1 | -13 | -10 | 3 | -3 | 1.7 | 2 | i | 3 | -2
Cn1nc([N+](=O)[O-])nc1Oc1ccccc1N | -6 | -3 | -3 | -8 | 0.9 | -25 | i | -7 | 7
CC[n+]1c(-c2ccc(C)cc2)csc1Nc1c(C)n(C)n(-c2ccccc2)c1=O | 0 | 3 | -2 | -1 | 0.1 | 7 | i | -6 | -1
COCCNC(=O)c1cc(-c2ccccc2)nn1CC1CC(c2cccnc2)=NO1 (configuration not stated) | -10 | -12 | 0 | -7 | -0.3 | 4 | i | -4 | -1

# Ordered by molecular weight (descending): part of the list above
Molecule | FAS-TE inh | eLon inh | Rin1 Abl inh | bovine MsrA act | MsrA inhibitor | SKN-1 inh | Neddyl block | NRP1-CendR mod | MT1-MMP act inh
CCN(c1ccccc1)S(=O)(=O)c1cc(C(=O)OC2CCOC2=O)ccc1C (configuration not stated) | 10 | 4 | -3 | -3 | 0.1 | 11 | i | 10 | 1
COc1ccc(CC(=O)Nc2ccc(S(=O)(=O)Nc3ncccn3)cc2)cc1 | -3 | -4 | -1 | -1 | -0.4 | 7 | i | -21 | 2
O=C(NC1CC2CCC1C2)c1ccc(CN2CCOCC2)cc1 (configuration not stated) | -6 | -5 | -2 | -2 | 1.3 | 23 | i | 1 | -5
O=C1CC(=O)N(c2cccc(F)c2)N1 | -4 | -9 | 3 | -4 | -0.4 | 0 | i | -2 | 5

# Continuation:
Molecule | FAS-TE inh | eLon inh | Rin1 Abl inh | bovine MsrA act | MsrA inhibitor | SKN-1 inh | Neddyl block | NRP1-CendR mod | MT1-MMP act inh
O=C(COC(=O)c1cc([N+](=O)[O-])ccc1N1CCOCC1)NCc1ccccc1 | 83* | -15 | -2 | -6 | 1.1 | 12 | i | -10 | 3
CC(=O)Nc1ccc(NC(=O)C2CCCN2C(=O)Nc2ccc(F)cc2)cc1 (configuration not stated) | -8 | -2 | -3 | 0 | -0.9 | -11 | i | 10 | -4
O=C1c2cccnc2C(=O)N1Cc1ccc(S(=O)(=O)N2CCOc3ccc(Cl)cc32)cc1 | 22 | 5 | 1 | 0 | nt | 9 | i | 3 | 0
CCC1(C)NC(=O)N(CC(=O)N2N=C(c3ccccc3)CC2c2ccc(OC)cc2)C1=O (configuration not stated) | 2 | 7 | -1 | -9 | -0.3 | -3 | i | 9 | -5
CC(C)OC(=O)c1nnn(-c2nonc2N)c1CSc1ccccn1 | 2 | -11 | -1 | 0 | 1.4 | 18 | i | 19 | -4
CCCCCCn1c(CN2CCN(C(=O)c3ccco3)CC2)nc2c1c(=O)n(C)c(=O)n2C | 12 | 3 | -1 | 1 | 0.2 | -1 | i | 1 | 0
Cc1ccc(NC(=O)CN(C)C(=O)c2sc3cc(Cl)ccc3c2Cl)cc1 | 1 | -1 | 2 | -5 | 0.3 | 0 | i | 5 | 0
O=S(=O)(c1ccc(C2=CSC3=NCCN23)cc1)N1CCOCC1 | -219 | -15 | 1 | -2 | 2.1 | -11 | i | -6 | 1
C[C@@H]1CN([C@@H](C)CO)C(=O)c2cccc(NC(=O)Nc3ccccc3)c2O[C@H]1CN(C)C(=O)Nc1cccc2ccccc12 | 10 | 16 | -1 | -2 | 0.0 | 7 | i | 0 | nt
COc1ccc(-c2ccc(CN3C(CC(C)C)C(=O)N(Cc4cn(CCC5OCCO5)nn4)CCS3(=O)=O)cc2)cc1OC (configuration not stated) | 0 | 3 | 0 | 0 | -1.0 | -11 | i | -8 | -3
Cc1ccc(C(=O)NCCc2cccc(Cl)c2)cc1[N+](=O)[O-] | 52* | 0 | -3 | -3 | -0.6 | 7 | i | -8 | 1
CC1CCCCN1C(=O)COC(=O)Cc1c[nH]c2ccccc12 (configuration not stated) | 0 | 5 | 1 | 1 | 0.2 | -4 | i | 14 | 2
CN1CCN(C(=O)CCN2C(=O)/C(=C/c3ccccc3Cl)SC2=S)CC1 | 1 | -13 | -1 | -6 | 1.0 | 2 | i | 12 | 2
CCc1c(-c2cccc(Cl)c2)ncn1Cc1cccc(-c2ccccc2)c1 | nt | nt | nt | nt | -0.1 | 6 | i | -8 | 7
CCC(=O)Nc1ccccc1C(=O)NC1CCCCC1 | -8 | -3 | 2 | -2 | 1.5 | 8 | i | 0 | 4

# (continued)
Molecule | FAS-TE inh | eLon inh | Rin1 Abl inh | bovine MsrA act | MsrA inhibitor | SKN-1 inh | Neddyl block | NRP1-CendR mod | MT1-MMP act inh
CC(=O)c1ccc(NC(=O)C2(c3ccccc3)CC2(Cl)Cl)cc1 (configuration not stated) | 8 | -3 | -2 | 5 | -0.5 | 5 | i | -2 | 6
Nc1ccc2c(C(F)(F)F)cc(C(F)(F)F)nc2n1 | -2 | -2 | 7 | -6 | 1.7 | -9 | nt | 3 | 0
O=C(CC1SC(=NCC2CCCO2)NC1=O)Nc1cccc2ccccc12 (configuration not stated) | -10 | 3 | 2 | -1 | 2.7 | 0 | i | 1 | 2
COC(=O)CCN(C(=O)c1ccc(N2CCCC2)c([N+](=O)[O-])c1)c1ccccn1 | -5 | -6 | 1 | -5 | 0.1 | 4 | i | 4 | 0
Clc1ccc(CNc2cnccn2)cc1 | -4 | 5 | -2 | -4 | 0.6 | -10 | nt | -2 | -3
O=C(NN=Cc1ccccc1Cl)c1ccc(-n2cnnn2)cc1 | -4 | 5 | 1 | -2 | 1.1 | 11 | i | -3 | 0
CN(C)c1nn(C(=O)Nc2cccc(C(F)(F)F)c2)cc1-c1ccccc1 | 9 | 4 | -5 | -3 | 0.1 | 2 | i | -16 | 0
CCc1nn2c(N(C)CCO)cc(C)nc2c1-c1ccc(F)cc1 | -4 | -14 | 4 | 0 | 1.3 | 6 | + | 3 | 4
CC(=O)NCC12CC3CC(C1)CC(C(=O)O)(C3)C2 | -3 | -2 | -1 | -2 | -1.4 | -1 | i | 5 | 5
COc1ccc(Oc2cccc(Cl)c2CNC(=O)CCCC(=O)O)cc1 | -5 | -2 | 2 | -3 | 0.1 | 6 | i | 2 | -2
CCC(C(=O)OCC(=O)N1CCN(c2ccc(OC)cc2)CC1)c1ccccc1 (configuration not stated) | 6 | -5 | 1 | 0 | -0.7 | 1 | i | 10 | nt
COC(=O)c1cc(S(=O)(=O)NC2CCN(Cc3ccccc3)CC2)cn1C | -5 | -5 | -2 | -4 | -0.1 | -2 | i | 4 | -1
O=C(CCNS(=O)(=O)c1ccccc1F)N1CCN(C/C=C/c2ccccc2)CC1 | -4 | -14 | 1 | -2 | -0.8 | 3 | i | -3 | 2
C=CC[N+](C)(C)CC(=O)OCc1ccccc1 | -13 | -14 | -1 | -3 | -1.4 | -10 | i | 10 | 5
Cc1ccc(C2C(C(=O)c3ccco3)=C(O)C(=O)N2c2ncccn2)cc1 (configuration not stated) | -7 | -1 | 3 | -3 | 2.9 | 6 | i | -10 | 0

# Molecules shown so far containing a thiophene ring, fused or not:
Molecule | FAS-TE inh | eLon inh | Rin1 Abl inh | bovine MsrA act | MsrA inhibitor | SKN-1 inh | Neddyl block | NRP1-CendR mod | MT1-MMP act inh
Cc1ccc(CN(C)C(=O)c2cc(Br)c(Br)s2)o1 | -1 | 11 | 1 | 2 | 1.3 | -5 | i | -1 | -2
Cc1ccc(NC(=O)CN(C)C(=O)c2sc3cc(Cl)ccc3c2Cl)cc1 | 1 | -1 | 2 | -5 | 0.3 | 0 | i | 5 | 0

# New compounds follow.
# Below each compound: FAS-TE inh	eLon inh	Rin1 Abl inh	bovine MsrA act	MsrA inhibitor	SKN-1 inh	Neddyl block	NRP1-CendR mod	MT1-MMP act inh
CN1CCC(N(C)S(=O)(=O)c2ccc(NC(=O)COc3ccc(Cl)cc3)cc2)CC1
→ -7	-21	-3	-2	-0.1	-11	i	9	-6
CCOC(=O)C1Cn2c(nc3c(c2=O)C(C)(CC)Cc2ccccc2-3)S1 (configuration not stated)
→ 15	0	3	-11	0.4	2	nt	-12	-1
CC(C)(C)C1CCC(CN2C(Nc3ccccc3)=NC[C@@H]2Cc2ccccc2)CC1 (some centres not stated)
→ -145	0	0	0	-0.9	12	i	-8	-4
NC(=O)CC(NC(=O)Cc1ccc(Cl)cc1)c1ccc(NC2CCCCCC2)c([N+](=O)[O-])c1 (configuration not stated)
→ 3	5	-2	-5	-1.5	1	i	-9	4
CC1(C)CC(=O)C(N=Nc2c(F)cccc2F)=C(O)C1
→ -4	-3	-2	-3	1.2	3	i	1	1
COc1ccc(CCNC(=O)c2ccco2)cc1OC
→ -2	-7	5	-1	-0.4	-2	i	-2	1
CC(C)c1cc(=O)n2[nH]c(SCc3ccc(Cl)cc3)nc2n1
→ -2	3	0	-2	0.0	16	i	-7	2
CCOC(=O)c1[nH]c(C)c(C(=O)NCC2CCCO2)c1C (configuration not stated)
→ -7	-1	1	0	0.4	-10	i	22*	5
Nc1cc([N+](=O)[O-])cc2oc(-c3ccccc3)cc12
→ 18	-32	-3	-8	0.2	17	i	-39	-27
CCC(=O)Nc1cc(C)c(NC(=O)c2ccco2)cn1
→ -10	1	1	-7	0.4	-3	i	3	3
Cc1ccc(NS(=O)(=O)c2cccc(C(=O)NC3CCN(Cc4ccccc4)CC3)c2)cc1
→ 3	-3	1	-2	-0.7	6	i	0	3
Cc1ccc(SCc2c(C#N)c3ccccc3n2C)cc1
→ 28	-12	-2	-2	-0.3	18	i	1	-3
Cc1ccc([N+](=O)[O-])c(OCCN2CCc3ccccc3C2)c1
→ 24	-6	1	-3	0.9	-18	i	15	3
CC(C)CN1C(=O)c2ccccc2C1c1nnnn1-c1ccc2c(c1)OCCO2 (configuration not stated)
→ -9	-10	nt	0	-0.3	18	i	-10	3
Cc1[nH]c2ccccc2c1C(=O)CSc1nc2ccccc2c(=O)n1CCCN1CCOCC1
→ 13	8	2	0	1.1	15	i	2	-2
O=C(Nc1ccc2c(c1)Cc1ccccc1-2)c1ccccc1F
→ -1	7	-5	-6	0.1	-4	i	6	0
COCCn1c(N2CCCC2)nc2c1c(=O)[nH]c(=O)n2C
→ -3	-2	2	-3	-0.7	-9	i	7	-4
COc1ccccc1NC(=O)CCC(=O)Nc1ccccc1OC
→ -10	0	5	-8	-0.3	-11	i	-5	-4
